# All columns: NCI-60 one-dose screen, growth in % after 48 h at 10 µM unless noted; 100 = growth as untreated, 0 = no growth, -100 = all killed.
# PC-3: PC-3 prostate cancer cells; AID 1794754; 3.9% of 80,000 active
# OVCAR-8: OVCAR-8 ovarian cancer. 4.4% of 81,000 active. AID 1794782
# SK-OV-3: SK-OV-3 ovarian cancer cells; AID 1794785; 3.2% of 80,000 active
# DU-145: DU-145 prostate cancer. 4.2% of 81,000 active
# OVCAR-3: OVCAR-3 ovarian cancer | 7% of 79,000 active | AID 1794787
# IGROV1: IGROV1 ovarian cancer; 4.7% of 79,000 active
# OVCAR-4: OVCAR-4 ovarian cancer cells | 3.7% of 80,000 active
# OVCAR-5: OVCAR-5 ovarian cancer; AID 1794783; 2.9% of 82,000 active
# Numbers without * were called inactive; / = not tested or not shown. How the source made its calls: active means growth percent below 10; inactive means the rest.
smiles,PC-3,OVCAR-8,SK-OV-3,DU-145,OVCAR-3,IGROV1,OVCAR-4,OVCAR-5
Cc1ccc(S(=O)(=O)N(Cc2ccccc2)c2ccccc2C(N)=O)cc1,/,119,105,123,118,109,117,99
O=C(Oc1cc(OC(=O)c2ccccc2)cc(OC(=O)c2ccccc2)c1)c1ccccc1,97,94,110,115,108,/,106,108
C=C(C)[C@@H]1CC[C@]2(CN)CC[C@]3(C)[C@H](CC[C@@H]4[C@@](C)(CCCN)[C@H](C(=C)C)CC[C@]43C)[C@@H]12,71,94,107,95,89,87,102,103
CCc1c2ccccc2c(CC)c2ccccc12,86,93,85,107,107,88,92,89
CN(C)c1ccc(/C=C/c2n(Cc3ccc4ccccc4c3)c3ccccc3[n+]2Cc2ccc3ccccc3c2)cc1,-51*,-31*,-80*,-43*,-45*,-76*,-79*,-98*
CCNC(=O)Nc1ccccc1CNc1nc(Nc2ccc(OCCN3CCCC3)cc2)ncc1Cl,84,95,103,99,103,84,83,91
Nc1ccc(CSc2ccc(Cl)cc2)c(Cl)c1,84,94,104,96,96,92,93,92
CCSc1nc(NC)c2cc(-c3ccc(C(F)(F)F)cc3)ccc2n1,95,102,96,105,110,97,96,104
CC(C)(CO)NCc1ccc(Cl)cc1,101,104,110,124,118,121,92,102
COc1ccc(-c2nc(S(=O)(=O)c3ccc(C)cc3)c(S(C)(=O)=O)o2)cc1,21,-77*,84,-99*,-92*,-24*,-90*,-88*
CSc1ccc(-c2ccccc(=O)c2O)cc1,31,15,12,21,25,13,33,53
CC(C)[C@]12O[C@H]1[C@@H]1O[C@]13[C@]1(O[C@H]1C[C@H]1C4=C(CC[C@@]13C)C(=O)OC4)[C@@H]2OC(=O)CN(C)C,20,15,52,3.3*,-1.7*,-17*,21,27
O=C(CCSc1nnc2n(Cc3ccccc3)c(=O)c3c4c(sc3n12)CCCC4)N1CCN(c2ccccc2)CC1,102,110,108,111,96,103,115,92
O=C(O)c1nc2ccccc2[nH]1,89,105,105,115,101,104,116,91
CCSC(=O)c1ccc(S(=O)(=O)CC)cc1,95,109,106,107,96,98,116,95
O=C1/C(=C/c2ccccc2[N+](=O)[O-])Oc2ccc(O)cc21,57,21,84,30,-19*,34,35,38
CC(O)C1OC(O)C2OC(C)(C)OC12 (stereo unspecified),96,107,118,108,105,113,109,/
COc1ccc2sc3c(NCCO)nc4ccccc4c3c(=O)c2c1,91,92,110,106,122,113,114,102
Cc1nn(-c2ccccc2)c2c1-c1ccccc1CO2,99,99,96,104,102,105,99,103
O=C1c2cc(Cl)ccc2Oc2cc([N+](=O)[O-])ccc2N1c1ccc(F)cc1F,89,87,111,90,106,76,79,100
COCC(O)CN1CCN(C)CC1 (stereo unspecified),98,100,96,124,114,95,105,98
CN(C)c1ccc(/C=C(\C#N)C(=O)c2ccccc2)cc1Br,90,106,105,108,103,90,102,103
N=C(N)c1ccc(N=Nc2ccc(N)cc2N)cc1,102,104,122,110,107,94,107,102
O=C(O)c1ccc(-n2cc(CNc3cccc(OC(F)(F)F)c3)c(-c3ccc(C(F)(F)F)cc3)n2)cc1,46,60,97,78,68,71,81,96
O=COC1CC2CCC13CC=CCC23 (stereo unspecified),101,105,105,109,102,112,111,106

# By substructure: those above containing a CF3 group.
smiles,PC-3,OVCAR-8,SK-OV-3,DU-145,OVCAR-3,IGROV1,OVCAR-4,OVCAR-5
CCSc1nc(NC)c2cc(-c3ccc(C(F)(F)F)cc3)ccc2n1,95,102,96,105,110,97,96,104
O=C(O)c1ccc(-n2cc(CNc3cccc(OC(F)(F)F)c3)c(-c3ccc(C(F)(F)F)cc3)n2)cc1,46,60,97,78,68,71,81,96

# Later entries
smiles,PC-3,OVCAR-8,SK-OV-3,DU-145,OVCAR-3,IGROV1,OVCAR-4,OVCAR-5
O=C(Nc1ccc2c(c1)OCO2)C(=O)c1c[nH]c2ccc(F)cc12,66,89,104,68,112,85,97,55
Cc1ccc(N=Nc2c(N)nn3cc(-c4nc5ccccc5s4)c(N)nc23)cc1,102,104,98,106,106,94,110,94
O=C(CCc1ccc(O)cc1)c1c(O)cc(O)cc1OC1OC(CO)C(O)C(O)C1O (stereo unspecified),107,92,111,106,104,103,100,103
C/C(=N\O)[C@@H]1CC[C@]2(C(=O)O)CC[C@]3(C)[C@H](CC[C@@H]4[C@@]5(C)CC[C@H](O)C(C)(C)[C@@H]5CC[C@]43C)[C@@H]12,73,109,94,103,100,100,95,98
O=C(O)C1CCC1,99,107,100,108,113,104,89,106
O=C(Cc1nc2ncccc2[nH]c1=O)N/N=C/c1ccc([N+](=O)[O-])cc1,95,94,116,91,109,98,92,103
CCS(=O)(=O)c1ncnc2nc[nH]c12,76,/,95,112,111,109,106,98
CCOC(=O)C1CN(C(C)C)C(=O)C1=O (stereo unspecified),96,117,109,110,118,137,109,114
Fc1ccccc1/C=C(/C1=NCCN1)n1cnc2ccccc21,96,100,93,97,/,96,91,95
CN1C=CC(=CC=C2C=CC(=O)C=C2)C=C1,116,101,116,125,/,117,102,107
CCCCCCCCOC(=O)c1c(C)[nH]c(/C=C2\N=C(c3ccc[nH]3)C=C2OC)c1C,18,4.9*,21,23,-39*,10,5.0*,15
CCOC(=O)N1CCC2(CC1)NC(=O)c1ccccc1N2N=O,100,105,107,113,106,110,105,106
[O-][N+]1(CCc2ccccc2)CCCCC1,97,100,110,112,115,104,/,105
O=C1NCCC12CCN(c1c(Cl)cncc1-c1ccc(OS(=O)(=O)C(F)(F)F)cc1)CC2,94,91,95,99,97,82,100,95
O=c1ccc2cc3ccccc3cc2[nH]1,105,105,102,100,87,98,95,82
Nc1c(C(=O)Nc2ccc(Cl)c(Cl)c2)sc2nc3c(cc12)C(=O)CCC3,108,113,102,103,107,110,106,111
CCN(CC)C(=S)SC1C(=O)c2cc(Cl)ccc2OC1c1ccc(Cl)cc1 (stereo unspecified),78,96,100,101,92,95,90,124
O=C(CC(c1ccccc1)C1CCCCC1=O)c1ccccc1 (stereo unspecified),85,/,109,110,119,100,96,95
O=C1c2ccccc2C(=O)c2cc(SC(=S)N3CCOCC3)c(Cl)cc21,100,98,101,114,111,87,92,119
Oc1c(Cl)cc(Cl)cc1-c1ccn[nH]1,89,106,120,106,/,115,/,101
COc1ccc(O)c(CN2CC3CCC(CC3)C2)c1,99,107,100,115,115,113,113,97
CCn1c2ccccc2c2cc(-n3nncc3-c3ccccc3)ccc21,29,27,42,13,4.2*,16,43,35
Cc1cc(C)cc(NC(=O)CSc2nnc(-c3ccc(NC(=O)c4cccnc4)cc3)o2)c1,105,48,113,102,115,106,102,96
CC(C)Sc1nc(Oc2ccccc2/C=C2/SC(=O)NC2=O)c(C#N)c(-c2ccc(F)cc2)n1,91,96,107,106,/,102,94,113
COc1ccc(NC(=O)CSc2nc(-c3cnccn3)cc(-c3cccs3)c2C#N)cc1,93,99,100,97,112,101,105,98

# Whole records as entered above. Screens in order: PC-3 | OVCAR-8 | SK-OV-3 | DU-145 | OVCAR-3 | IGROV1 | OVCAR-4 | OVCAR-5
# Cc1ccc(N=Nc2c(N)nn3cc(-c4nc5ccccc5s4)c(N)nc23)cc1 is listed with 102 | 104 | 98 | 106 | 106 | 94 | 110 | 94
# O=C(Nc1ccc2c(c1)OCO2)C(=O)c1c[nH]c2ccc(F)cc12 is listed with 66 | 89 | 104 | 68 | 112 | 85 | 97 | 55
# O=C(O)C1CCC1 is listed with 99 | 107 | 100 | 108 | 113 | 104 | 89 | 106
# Nc1ccc(CSc2ccc(Cl)cc2)c(Cl)c1 is listed with 84 | 94 | 104 | 96 | 96 | 92 | 93 | 92
# O=c1ccc2cc3ccccc3cc2[nH]1 is listed with 105 | 105 | 102 | 100 | 87 | 98 | 95 | 82

# Going on with the list:
smiles,PC-3,OVCAR-8,SK-OV-3,DU-145,OVCAR-3,IGROV1,OVCAR-4,OVCAR-5
Clc1ccc(Sc2ccc(Cl)cc2)cc1,37,85,118,105,/,100,102,115
Cc1ccc2nc(NC(=O)CSc3nc(-c4ccc(O)cc4)c(C#N)c(=O)[nH]3)sc2c1,90,100,106,116,115,27,108,103
O=C(Nc1ccccc1)Nc1ccc([N+](=O)[O-])cn1,102,104,102,106,104,101,97,104
COC(=O)[C@]12CC[C@@H](C)[C@H](C)[C@@H]1C1=CC[C@@H]3[C@@]4(C)C(C=O)=C[C@@](C)(COC(=O)c5ccco5)[C@@H]4C(=O)C[C@@]3(C)[C@]1(C)CC2,11,25,34,42,40,52,30,59
Nc1cc(Cl)c(F)cc1Cl,87,111,112,114,110,111,102,100
COc1ccc(-c2nc3ccccn3c2/C=C2/C(=O)Nc3ccc(F)cc32)cc1,83,78,101,101,96,83,124,95
Nc1nc2c(ncn2C2OC(COP(=O)(O)O)C(O)C2O)c(=O)[nH]1 (stereo unspecified),82,93,94,106,114,106,120,122
CC1=C/C(=C(\c2cc(C)c(O)c(Br)c2)c2ccccc2S(=O)(=O)O)C=C(Br)C1=O,119,106,99,115,112,110,121,108
CC(C)(C)c1ccc(C(=O)n2c(=S)oc3ccc(Cl)cc32)cc1,98,104,101,109,99,117,100,111
C=CCn1c(SCC(=O)Nc2ccccc2)nnc1-c1ccc(OC)cc1,91,100,98,100,/,100,101,96
N#Cc1c(-c2ccco2)nc(=S)[nH]c1Cl,98,104,97,126,113,107,102,107
Cc1cccnn1,102,111,111,108,107,105,99,111
C#CCOc1cccc(-c2ncnc3cc(NC(=O)C=C)ccc23)c1,37,38,80,16,29,34,71,38
COc1ccc(/C=C/C(=O)c2ccc(NC(=O)CSc3nc4c([nH]3)c(=O)n(C)c(=O)n4C)cc2)cc1OC,95,90,102,97,70,71,73,84
COc1cccc(C/C(C)=C(/c2ccc(OCCN3CCCCC3)cc2)c2ccc(OC(C)=O)cc2)c1,91,95,110,112,112,97,103,103
C/C=C\C1OCC(CC)(CCCC)CO1 (stereo unspecified),91,105,111,111,120,106,100,93
COc1ccc(/C=C2\N=C3N(N/C(=N\c4ncc(C)[nH]4)N3c3ccccc3)C2=O)cc1,92,97,87,108,97,81,104,115
CC1=C(/C=C/C(C)=C/C=C/C(C)=C/C=C2/C(=O)/C(=C/C=C(C)/C=C/C=C(C)/C=C/C3=C(C)CCCC3(C)C)[C@@H]3CC[C@@H]2N3C)C(C)(C)CCC1,84,93,89,110,134,78,96,101
COC(=O)CN/C(CCCO)=C(/C#N)c1nc2ccccc2c(=O)[nH]1,107,131,112,132,116,47,147,107
Cn1cc(-c2nnc(N)nc2-c2cn(C)c3ccc(F)cc23)c2ccccc21,91,97,112,98,105,90,94,98
NS(=O)(=O)c1ccc(NC(=O)CS(=O)(=O)c2ccccc2)cc1,101,102,106,117,118,108,110,112
Nc1ccc(OC(=O)Oc2ccc(N)cc2)cc1,77,84,100,96,106,105,/,112
CC1=NN(c2ccccc2)C(=O)C1C(=O)c1ccccc1 (stereo unspecified),88,88,112,103,102,100,108,120
O=C1NC(=S)S/C1=C/c1ccc2c(c1)OCO2,74,106,107,101,96,101,112,86
Cn1c(=O)[nH]c(=O)c2nc(CCC(=O)NCc3ccc(C(=O)O)cc3)c(=O)[nH]c21,/,100,102,113,109,104,101,105
CC(=O)c1ccc2ccccc2c1,93,98,112,118,125,113,109,109
CCCCCCCCCCNCc1ccccc1,94,93,102,95,89,103,94,87
O=C(Nc1ncccc1OCc1ccccc1)NC12CC3CC(CC(C3)C1)C2,86,89,95,98,98,103,83,99
CCOC(=O)C1=NN2C(O)C3(C)CC(C(=O)OCC)=NN3C(O)C2(C)C1 (stereo unspecified),81,101,91,101,114,105,112,92
O=C1CC(c2nc3ccccc3o2)CN1c1ccc(Cl)cc1 (stereo unspecified),97,105,98,107,102,101,98,99
Cc1cc(C(NC(=O)CCCCCNc2cccc3c2C(=O)N(C2CCC(=O)CC2=O)C3=O)c2cccc(N(C)C)c2)c(O)c2ncccc12 (stereo unspecified),7.4*,2.2*,-2.2*,27,16,1.6*,33,38
c1ccc(Nc2ccc(Nc3nc(-c4ccccc4)nc4ccccc34)cc2)cc1,74,76,107,75,101,97,94,81
CS(=O)(=O)Nc1cncc(-c2ccc3ncnc(NCc4ccccc4)c3c2)c1,42,49,68,55,34,4.6*,45,43
COc1ccc(CSc2nc3ccc(Cl)cc3c(=O)n2-c2ccccc2OC)cc1,89,89,108,106,100,92,98,98
CCOC(=O)CC1C(COC(=O)NC)OC(n2cnc3c(N)ncnc32)C1O[Si](C)(C)C(C)(C)C (stereo unspecified),84,98,94,100,98,118,78,114
NC(N)=Nc1ccc(Oc2ccnc(Nc3ccc(Cl)c(C(F)(F)F)c3)n2)cc1,52,88,101,92,56,50,76,81
O=C1Nc2cc(-c3ccc(NC(=O)c4cccs4)cc3)ccc2/C1=C/c1ccc[nH]1,66,63,108,33,70,98,50,90
CN1CCN(CCNc2nccc(-c3c(-c4ccc(F)c(O)c4)nc4sccn34)n2)S1(=O)=O,36,46,72,74,91,59,53,118
CC(C)(C)c1ccc(C2=C/C(=C\c3ccccc3)C(=O)N2CCc2ccc(S(N)(=O)=O)cc2)cc1,94,106,114,113,109,101,117,105
CC(=O)N1CCN(c2ccc(OCC3CO[C@](Cn4ccnc4)(c4ccc(Cl)cc4Cl)O3)cc2)CC1 (stereo partly specified),77,84,95,105,99,80,68,91

# High-throughput results from PubChem BioAssay.
